PKA-R2B act – PKA-R2B complex activation. P22694+P31323. PKA-R2B holoenzyme dissociation, Cy5-IP20 fluorescence polarization; R2B truncated from residue 108, S112A mutant; 0% DMSO only, 100% 113 µM cGMP. activation, % at 11.4 µM. 340,000 compounds, 0.079% hits;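 active = activation above a cutoff set at the mean over all compounds plus 3 SD, cut at about 18% in these data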;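 note: higher means more holoenzyme dissociation and a rise in polarization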
Ecoli viability – bacterial growth inhibition, counter-screen for AddAB inhibitors; E. coli V3065 growth, OD600 absorbance, 18 h; inhibition, % at 11.9 µM; 330,000 compounds, 0.27% hits;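 active = inhibition above the campaign's mean inhibition across all tested compounds plus 3 SD, cut at about 9.9% in these data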;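 note: uninfected addAB+ strain grown without phage in ampicillin broth; 0% = DMSO wells and 100% = ciprofloxacin 0.95 µg/ml wells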
phage Ecoli inh – E. coli growth loss with phage present. growth absorbance. 360,000 compounds, 0.26% hits. inhibition, % at 11.9 µM; in the data active = inhibition above about 11%
Tat export inh – E. coli Tat transport inhibition; E. coli MC4100 TorA-mCherry Tat export, fluorescence; inhibition, % at 10 µM; 340,000 compounds, 0.036% hits; AID 488895;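 active = mean replicate inhibition at least 50% and at least half of replicates individually reaching 50%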;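 note: exported cargo escapes ClpAP degradation while cytoplasmic cargo is degraded and loses fluorescence; 0% = median of neutral control wells and 100% = median of NaSCN control wells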
HTR5A ag ctr – counter-screen for OPRM1-OPRD1 agonists: human HTR5A agonism; AID 504692; P47898; activation, % at 9.3 µM; HTR5A agonist assay, luminescence, cell-based; 340,000 compounds, 0.61% hits; in the data active = activation mostly above about 9.5%, no sharp cut-off; inactive = mostly below about 7.6%;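 note: 0% = cells with vehicle only and 100% = reference agonist; strong numbers were not always called active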
Target sequence (P47898 whole entry, looked up): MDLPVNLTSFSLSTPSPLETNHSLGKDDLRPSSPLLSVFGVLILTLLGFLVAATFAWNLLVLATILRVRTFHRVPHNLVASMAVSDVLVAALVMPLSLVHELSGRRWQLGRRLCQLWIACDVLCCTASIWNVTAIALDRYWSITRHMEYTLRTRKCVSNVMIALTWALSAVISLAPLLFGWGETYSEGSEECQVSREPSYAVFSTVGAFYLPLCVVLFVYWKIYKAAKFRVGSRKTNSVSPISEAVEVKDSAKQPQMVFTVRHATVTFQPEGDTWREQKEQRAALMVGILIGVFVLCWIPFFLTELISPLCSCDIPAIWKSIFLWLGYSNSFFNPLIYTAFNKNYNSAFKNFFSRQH
PKA-R1A act – PKA-R1A complex activation; P00514+P68181; PKA-R1A dissociation, Cy5-IP20 fluorescence polarization; scaled: DMSO 0%, 113 µM cGMP 100%; activation, % at 11.4 µM; 340,000 compounds, 0.083% hits; AID 504707;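 active = percent activation above the mean of all tested compounds plus 3 SD, cut at about 19% in these data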;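 note: higher means more PKAc released from R1A so a rise in polarization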
SUMO Mot1 rescue – inhibitors of SUMOylation pathway: yeast Mot1-301 growth rescue. S. cerevisiae Mot1-301 growth rescue, ATP luminescence, 38.5C; percent above DMSO median, 100 means doubled. growth rescue, % at 18.8 µM. 320,000 compounds, 1% hits;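 active = every valid replicate shows activation above 250% relative to neutral control wells; inactive = the rest, any valid replicate at or below 250%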;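 note: OY570 slx delta 5 strain wells were the positive control but not used for scaling; some compounds called inactive have numbers as strong as hits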
HTR5A inv ctr – HTR5A inverse agonism, opioid heterodimer counter-screen. P47898. HTR5A cell line, luminescence. inhibition, % at 9.3 µM. 340,000 compounds, 0.083% hits; in the data active = inhibition mostly above about 23%, no sharp cut-off; inactive = mostly below about 18%;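 note: 0% = cells with DMSO and 100% = no-cell wells with DMSO; some compounds called inactive have numbers as strong as hits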
AddAB inh – less growth of phage-infected E. coli with AddAB. E. coli expressing H. pylori AddAB, absorbance growth. inhibition, % at 11.9 µM. 330,000 compounds, 0.29% hits. AID 435030; in the data active = inhibition above about 12%;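 note: 0% = vehicle wells of infected cells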
DAGLB inhibitor – blocks human DAGLB lipase activity; Q8NCG7; HEK293T DAGLB membrane lysate, EnzChek fluorogenic substrate; inhibition, % at 5.17 µM; 340,000 compounds, 0.059% hits; AID 504411; in the data active = inhibition above about 34%;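 note: 0% = enzyme with vehicle and 100% = wells lacking enzyme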
CDK5 inh – blocks human CDK5/p35 kinase activity. Q00535+Q15078. Recombinant CDK5/p35, ADP-Glo luminescence, 60 min. inhibition, % at 10 µM. 330,000 compounds, 0.01% hits. AID 488839;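 active = highest replicate inhibition of at least 50% and at least 75% of replicates reaching 50%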;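 note: plate controls were DMSO neutral control for no effect and GW8510 at 10 µM for full effect; many of its hits are not listed in these tables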
Target sequence (Q00535 whole entry, looked up): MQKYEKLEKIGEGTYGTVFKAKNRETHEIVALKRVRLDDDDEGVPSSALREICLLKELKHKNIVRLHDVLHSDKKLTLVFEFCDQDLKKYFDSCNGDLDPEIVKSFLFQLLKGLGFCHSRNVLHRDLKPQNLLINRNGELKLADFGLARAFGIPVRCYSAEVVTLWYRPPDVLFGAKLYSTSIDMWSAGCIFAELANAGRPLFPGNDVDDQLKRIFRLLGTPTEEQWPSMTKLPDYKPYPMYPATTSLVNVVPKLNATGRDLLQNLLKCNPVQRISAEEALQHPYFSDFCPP
Target sequence (Q15078 whole entry, looked up): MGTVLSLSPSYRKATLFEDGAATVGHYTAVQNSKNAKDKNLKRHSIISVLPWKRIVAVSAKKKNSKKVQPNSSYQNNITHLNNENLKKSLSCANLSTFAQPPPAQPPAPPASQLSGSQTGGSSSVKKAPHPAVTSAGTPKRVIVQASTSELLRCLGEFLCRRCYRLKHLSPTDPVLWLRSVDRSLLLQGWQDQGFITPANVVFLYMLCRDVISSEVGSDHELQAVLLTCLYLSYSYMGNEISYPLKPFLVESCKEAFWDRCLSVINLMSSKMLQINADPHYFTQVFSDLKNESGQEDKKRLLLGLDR
* = called active by the depositor; . = not tested or not shown; & = joins results of further samples.

SMILES | PKA-R2B act | Ecoli viability | phage Ecoli inh | Tat export inh | HTR5A ag ctr | PKA-R1A act | SUMO Mot1 rescue | HTR5A inv ctr | AddAB inh | DAGLB inhibitor | CDK5 inh
CCC(C(=O)OC)(C(=O)OC)c1ccc([N+](=O)[O-])cc1 | -8 | 0.0 | 0.3 | -3 | -1 | 7 | 15 | 25 | -2.6 | -4 | 0.9
COCCn1nnnc1C(C(C)C)N(Cc1ccccc1)Cc1cc2cc(OC)ccc2[nH]c1=O (stereo unspecified) | 9 | . | -1.2 | 5 | -3 | -6 | . | 8 | . | 4 | -0.4
S=c1[nH]nc(-c2ccc3ccccc3n2)n1-c1ccc2c(c1)OCCO2 | -1 | 2.0 | 3.0 | 4 | 4 | -2 | -5 | -16 | 4.5 | 0 | 1.9
CCOC(=O)C1CCN(C(=O)c2ccc3c(SCC(=O)O)c4c(nc3c2)CCCC4)CC1 | -2 | 1.2 | 0.6 | -2 | 2 | -3 | 164 | -38 | 0.4 | 2 | 1.3
O=C(NCc1ccc(F)cc1)C(c1ccco1)N(C(=O)c1csnn1)c1ccccc1 (stereo unspecified) | 6 | 0.3 | 1.1 | -1 | 4 | 1 | 74 | -11 | 3.4 | 0 | -0.2
CCOC(=O)c1sc(NC(=O)CCN2CCCCCC2)c(C(=O)OCC)c1C | -4 | -0.9 | 2.1 | 3 | 4 | -7 | 14 | -12 | 2.0 | 7 | -0.6
Cc1ccc(Cl)cc1NC(=S)NN | . | 0.3 | -0.1 | 3 | . | . | 21 | . | 3.0 | . | -1.8
c1ccc2c(c1)cnc1ccccc12 | -2 | 1.8&4.1 | 1.2&0.1 | -7 | 1 | -2 | 3&-31 | 10 | 2.5&4.6 | -1 | 0.7
Cc1ccsc1CNS(=O)(=O)c1ccc(F)cc1 | 5 | 0.8 | 0.0 | 3 | 2 | 3 | 4 | -7 | 3.5 | -1 | -0.3
CC(=O)OCC(=O)Nc1ccccc1C | -2 | 2.2 | 2.9 | -13 | 3 | -3 | -14 | 1 | 3.9 | 3 | -4.1
CCOc1ccc(OCCCC(=O)N2CCN(S(=O)(=O)c3ccccc3C#N)CC2)cc1 | 8 | 1.1 | 4.5 | 0 | -5 | 2 | -10 | 11 | 1.5 | -3 | 0.7
S=C(NCC1CCCO1)Nc1ccc(Cl)c(Cl)c1 (stereo unspecified) | 8 | -0.3 | 4.6 | 13 | -1 | -14 | -4 | 3 | -1.1 | 2 | 0.8
CCO[C@@H]1OC(C(=O)N2CCN(Cc3ccccc3)CC2)=C[C@H](c2csc3ccccc23)[C@H]1CCCO | -12 | -3.0 | -1.6 | 1 | -2 | -2 | 31 | 4 | 0.4 | -1 | -4.0
Cc1nc(SCc2ccccc2)c2oc3ccccc3c2n1 | 0 | -1.2 | 0.5 | 11 | 5 | 14 | 45 | -3 | 2.1 | -8 | -5.3
COc1cccc(NC(=O)COC(=O)c2nc(Cl)ccc2Cl)c1 | 1 | 1.3 | -2.0 | -2 | -1 | 1 | 5 | 2 | 0.4 | -9 | -2.5
O=C(c1ccc(Cn2c(=O)[nH]c3ccccc3c2=O)cc1)N1CCN(c2ccc(F)cc2)CC1 | -1 | -3.1 | 3.4 | 19 | 0 | 5 | 10 | 0 | -1.3 | 5 | 1.5
O=[N+]([O-])c1ccccc1CN1CCN(Cc2ccc3ccccc3c2)CC1 | -9 | -0.3 | -0.4 | -1 | -2 | -11 | -4 | 7 | 1.3 | -4 | 2.9
O=C(c1ccc2c3n(nc2c1)-c1ccccc1CO3)N1CCOCC1 | -4 | 0.8 | . | -13 | 4 | -8 | -77 | -16 | -1.8 | 2 | 42
COc1ccc(-n2nc(C)c3sc(C)nc3c2=O)cc1 | 7 | -1.3 | -1.2 | -4 | 2 | -1 | 309 | -2 | -2.5 | -2 | 0.2
O=C(NCc1ccccc1)C(c1ccco1)N(C(=O)c1ccccn1)c1ccc(F)cc1 (stereo unspecified) | -5 | 1.0 | 3.1 | -1 | 0 | 3 | -9 | 0 | 2.6 | 0 | -5.5
COc1cccc(CN(C)CC2CCCN(CCc3ccccc3C)C2)c1 (stereo unspecified) | 5 | 0.3 | 3.9 | 6 | 3 | 5 | 6 | -12 | 1.8 | 1 | 0.2
O=C(NC(=S)NCc1ccc(Cl)cc1)c1ccco1 | -10 | -1.4 | 1.3 | 7 | -1 | -6 | 60 | 2 | -1.3 | -4 | -0.4
O=S(=O)(c1cnc(Cl)c(Br)c1)N1CCN(c2ncccn2)CC1 | 0 | 1.5 | 2.0 | 3 | 0 | -11 | -27 | 15 | 0.8 | 1 | 0.4
COc1ccc(N2CCN(C(=O)c3cccc(S(=O)(=O)N4CCCc5ccccc54)c3)CC2)cc1 | 7 | -3.3 | -3.1 | 5 | -6 | -2 | 9 | 15 | -0.8 | 2 | -2.2
O=C(CSc1nnc(Cc2ccccc2)o1)Nc1ccc2c(c1)OCO2 | 1 | 0.3 | 2.5 | -8 | -3 | 1 | -1 | 8 | 5.5 | -1 | -0.7
(next part)
SMILES | PKA-R2B act | Ecoli viability | phage Ecoli inh | Tat export inh | HTR5A ag ctr | PKA-R1A act | SUMO Mot1 rescue | HTR5A inv ctr | AddAB inh | DAGLB inhibitor | CDK5 inh
COc1ccc(C(C(=O)NC2CCCC2)N(C(=O)c2ccoc2C)c2ccc(C)c(C)c2)cc1 (stereo unspecified) | 7 | -2.0 | 4.1 | 3 | -2 | -1 | 25 | 6 | -1.6 | -2 | 1.4
OC(CN1CCOCC1)C12CC3CC(CC(C3)C1)C2 (stereo unspecified) | -3 | 0.6 | 3.9 | -7 | 0 | 0 | 116 | -9 | 0.6 | 0 | 1.3
Cc1ccc(C(=O)N/C(=C\c2ccco2)C(=O)NCCCN2CCOCC2)cc1C | 7 | 1.0 | 1.8 | 4 | 9 | 4 | -5 | -26 | 2.4 | 3 | 1.0
Cc1nc(C)c(C(=O)Nc2cccc(C)c2C)o1 | -3 | 0.0 | 3.3 | 4 | 8 | 8 | . | -21 | 0.7 | 2 | 1.0
COC(=O)[C@]1(Cc2ccccc2)N[C@H](CN(C)S(=O)(=O)c2ccc(-c3ccccc3)cc2)[C@@H]2C(=O)N(Cc3ccccc3)C(=O)[C@@H]21 | -7 | -1.8 | 0.7 | -4 | -2 | 4 | -1 | 8 | 1.0 | -6 | -3.9
CCN(CC)CCOc1ncnc2c1oc1ccccc12 | -2 | -0.7 | 0.1 | 8 | -1 | 4 | 4 | 3 | 1.4 | -1 | -1.2
CC(Cl)C(=O)c1ccc2c(c1)CCN2C(=O)C1CC1 (stereo unspecified) | 5 | -0.3 | 5.3 | -2 | 3 | -5 | -36 | -5 | 1.1 | -2 | 0.2
Cc1c(NC(=O)c2ccco2)cccc1-c1nc2cccnc2s1 | 4 | 0.5 | 3.0 | 4 | 4 | -9 | 2 | -6 | -3.0 | -1 | 2.4
Cc1ccccc1C(=O)Nc1c2c(nn1C(C)(C)C)CS(=O)(=O)C2 | 1 | 2.7 | -0.6 | 3 | 1 | 5 | 1 | -14 | 0.0 | -2 | 0.8
COc1ccc(C=CC(=O)c2ccc([N+](=O)[O-])cc2)cc1 | 5 | . | 2.9 | -10 | -4 | 6 | . | 13 | . | -1 | 0.9
O=C(CN1C(=O)NC2(CCCCC2)C1=O)N1CCN(S(=O)(=O)c2cccc(F)c2)CC1 | -17 | -1.8 | 0.9 | -3 | -3 | -10 | 13 | 9 | -1.0 | -3 | 0.7
Clc1ccc(OCc2nc(-c3ccccn3)no2)c(Br)c1 | -8 | 1.7 | 0.8 | -5 | 3 | 2 | 12 | -9 | -0.3 | -4 | -4.1
CC1(N=Cc2cc(Cl)ccc2O)COP(=O)(Nc2ccccc2)OC1 (stereo unspecified) | -10 | . | 2.3 | 3 | 3 | 2 | . | -13 | . | -3 | 0.9
CCN1CCN(C(=O)/C=C/c2c(F)cccc2Cl)CC1 | -1 | 0.5 | 3.9 | -8 | 3 | -14 | -4 | 3 | 0.2 | 2 | 0.1
Cc1ccc(-c2c(C(=O)NNC(=S)NCC3CCCO3)csc2C)cc1 (stereo unspecified) | 3 | 3.5 | 1.8 | 0 | -4 | 3 | -20 | 12 | 0.8 | 0 | 0.0
CCOc1ccc(NC(=O)CSc2nnc(Cn3c(=O)sc4ccccc43)n2C)cc1 | 4 | 2.7 | 2.9 | 21 | 0 | 1 | 43 | 0 | 3.8 | 0 | -0.4
CN(C)CC#CCC(O)(c1ccccc1)C1CCCCC1 (stereo unspecified) | -5 | 2.0 | 0.9 | -5 | 1 | -9 | 94 | -1 | 1.0 | -4 | 0.0
Cc1ccc(C(=O)NNC(=O)CCOc2cccc(C)c2)cc1 | -7 | -2.1 | 2.5 | -1 | 5 | -1 | -7 | -13 | -1.5 | 0 | 1.1
O=C(NCc1ccc(F)cc1)C(c1ccccc1)N(CC1CCCO1)C(=O)Cn1nnc2ccccc21 (stereo unspecified) | -2 | -1.3 | -0.7 | 3 | 0 | -1 | 0 | 0 | 2.6 | -2 | 1.3
CCN(Cc1ccccc1)Cc1cccc([N+](=O)[O-])c1 | -3 | -1.0 | 4.0 | 11 | 0 | -2 | -3 | 2 | 1.3 | -7 | -0.2
COc1ccc2c(c1)c(CC(=O)Nc1ccc(C)cc1)c(C)n2C(=O)c1ccc(Cl)cc1 | 4 | -2.2 | 4.0 | -1 | -5 | 5 | 3 | -9 | -0.3 | -16 | 1.7
Cc1c(Cl)c([N+](=O)[O-])nn1Cc1ccc(C(=O)Nc2ccc(Cl)cn2)o1 | -6 | 0.3 | 1.9 | -7 | 8 | 7 | -22 | -24 | 0.9 | 0 | -0.1
O=C(Nc1nccs1)NC1CCCCC1 | -5 | 1.8 | 0.9 | -6 | 4 | 0 | 0 | -12 | 0.9 | -2 | -1.9

Screening data as filed in PubChem.
